Source: PubChem (National Center for Advancing Translational Sciences (NCATS))
Menin-MLL TR inh – displaces Texas Red mutant MLL peptide from human menin; Potency, µM (titrated, usually from 61.6 µM), without a hit: at the top dose FP activity change, negative = inhibition, hits mostly inhibitors; Menin + Texas Red MLL mutant peptide, fluorescence polarization; 270,000 tested, 0.23% active; active = well fitted inhibition curve with a large enough effect in the polarisation, with a control signal flat, not every such curve was filed as active; inconclusive = small, poorly fitted or top-dose-only effect, or effect the other way, or a change in a side signal; inactive = no such curve, though single readings can be large or run the other way; the % refers to the polarisation; also: potency is read from the fitted curve at half-maximal effect; % of control where 0% means no effect; many of its hits are not listed in these tables
GALK inh – galactokinase (human) inhibition | Purified GALK, Kinase-Glo residual ATP luminescence | Potency, µM (highest dose often 57.5 µM), for the others: at the highest dose activity change, negative = inhibition, usual class: inhibitors | 270,000 tested, 0.007% active | P51570; also: potency is read from the fitted curve at half-maximal effect; % is scaled to controls: 0 for no effect and ±100 for the full control effect
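Human GALK (5 nM) with 35 uM ATP and 100 uM galactose in 20 mM HEPES pH 8.0, 5 mM MgCl2, 60 mM NaCl, 1 mM DTT, 0.01% BSA. After 1 h at room temperature, leftover ATP was read by Kinase-Glo Plus luminescence.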
Giardia kill – Giardia lamblia killing. Giardia lamblia trophozoite viability. activity change, % at 7.66 µM, hits read low. 340,000 tested, 0.15% active; in the data active = activity change below about -80%; inconclusive = between about -30% and that limit;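 also: parasites exposed to compound for two days anaerobically before the ATP read; % is scaled to controls: 0 for no effect and ±100 for the full control effect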
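Compounds were tested on trophozoites seeded at 100 cells/well and held 48 hrs at 37 deg C anaerobically. An ATP-based luminescent kit measured the remaining live cells.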
TRPV1 ag – activates the human vanilloid receptor TRPV1; TRPV1-expressing cells, Fluo-8 calcium influx, agonist mode; 320,000 tested, 0.19% active; AID 540275; Q8NER1; activation, % at 8.33 µM; in the data active = activation above about 80%; inconclusive = between about 30% and that limit; also: 0% is about no effect
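TRPV1-expressing cells were cultured overnight at 35.5C and loaded with Fluo-8 calcium dye for 40 to 90 min at room temperature. After a 10 s baseline, compound was added and calcium influx was read kinetically for 3 min (ex 480/em 520 nm).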
KCNH2 3.1 inh – blocks the human KCNH2 3.1 channel isoform; U2OS KCNH2 3.1, thallium flux FluxOr; hits give low values; activity change, % (tested at about 1.8 µM); 340,000 tested, 0.95% active;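 active = maximum activity change below -70%; inconclusive = maximum activity change from -70% to -50%; inactive = maximum activity change above -50%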;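 also: thallium influx rate constant from kinetic fluorescence after stimulation buffer; % is scaled to controls: 0 for no effect and ±100 for the full control effect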
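Kinetic fluorescence (2 min after stimulation buffer) measures Tl+ influx through KCNH2 3.1 expressed by viral transduction in U2OS cells; the rate constant is normalized against DMSO controls serving as positive and negative references.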
B2AR arrestin – recruits beta-arrestin to the human beta2-adrenergic receptor. P07550. beta-arrestin recruitment to beta2AR, cell-based reporter. Potency, µM (top dose mostly 46.1 µM), inactives show at the top dose activation, usual class: activators. 330,000 tested, 0.02% active. AID 492947;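 also: potency is read from the fitted curve at half-maximal effect; 0% = DMSO controls and full agonism = EC100 isoproterenol or metaproterenol; nearly all actives have a fitted effect of over 65% in size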
MLL CXXC-DNA inh – inhibitors of human MLL CXXC domain-DNA interaction; Q03164; MLL-CXXC / FITC-HOXA9 DNA fluorescence polarization; Potency, µM (highest dose often 115 µM), inactives show top-dose activity change, negative = inhibition, usual class: inhibitors; 290,000 tested, 0.037% active; active = well fitted inhibition curve with a large enough effect in the polarisation, with a control signal flat, not every such curve was filed as active; inconclusive = small, poorly fitted or top-dose-only effect, or effect the other way, or a change in a side signal; inactive = no such curve, though single readings can be large or run the other way; the % refers to the polarisation; also: potency is read from the fitted curve at half-maximal effect
Target sequence (Q03164 whole entry, looked up, the tested form may be a part): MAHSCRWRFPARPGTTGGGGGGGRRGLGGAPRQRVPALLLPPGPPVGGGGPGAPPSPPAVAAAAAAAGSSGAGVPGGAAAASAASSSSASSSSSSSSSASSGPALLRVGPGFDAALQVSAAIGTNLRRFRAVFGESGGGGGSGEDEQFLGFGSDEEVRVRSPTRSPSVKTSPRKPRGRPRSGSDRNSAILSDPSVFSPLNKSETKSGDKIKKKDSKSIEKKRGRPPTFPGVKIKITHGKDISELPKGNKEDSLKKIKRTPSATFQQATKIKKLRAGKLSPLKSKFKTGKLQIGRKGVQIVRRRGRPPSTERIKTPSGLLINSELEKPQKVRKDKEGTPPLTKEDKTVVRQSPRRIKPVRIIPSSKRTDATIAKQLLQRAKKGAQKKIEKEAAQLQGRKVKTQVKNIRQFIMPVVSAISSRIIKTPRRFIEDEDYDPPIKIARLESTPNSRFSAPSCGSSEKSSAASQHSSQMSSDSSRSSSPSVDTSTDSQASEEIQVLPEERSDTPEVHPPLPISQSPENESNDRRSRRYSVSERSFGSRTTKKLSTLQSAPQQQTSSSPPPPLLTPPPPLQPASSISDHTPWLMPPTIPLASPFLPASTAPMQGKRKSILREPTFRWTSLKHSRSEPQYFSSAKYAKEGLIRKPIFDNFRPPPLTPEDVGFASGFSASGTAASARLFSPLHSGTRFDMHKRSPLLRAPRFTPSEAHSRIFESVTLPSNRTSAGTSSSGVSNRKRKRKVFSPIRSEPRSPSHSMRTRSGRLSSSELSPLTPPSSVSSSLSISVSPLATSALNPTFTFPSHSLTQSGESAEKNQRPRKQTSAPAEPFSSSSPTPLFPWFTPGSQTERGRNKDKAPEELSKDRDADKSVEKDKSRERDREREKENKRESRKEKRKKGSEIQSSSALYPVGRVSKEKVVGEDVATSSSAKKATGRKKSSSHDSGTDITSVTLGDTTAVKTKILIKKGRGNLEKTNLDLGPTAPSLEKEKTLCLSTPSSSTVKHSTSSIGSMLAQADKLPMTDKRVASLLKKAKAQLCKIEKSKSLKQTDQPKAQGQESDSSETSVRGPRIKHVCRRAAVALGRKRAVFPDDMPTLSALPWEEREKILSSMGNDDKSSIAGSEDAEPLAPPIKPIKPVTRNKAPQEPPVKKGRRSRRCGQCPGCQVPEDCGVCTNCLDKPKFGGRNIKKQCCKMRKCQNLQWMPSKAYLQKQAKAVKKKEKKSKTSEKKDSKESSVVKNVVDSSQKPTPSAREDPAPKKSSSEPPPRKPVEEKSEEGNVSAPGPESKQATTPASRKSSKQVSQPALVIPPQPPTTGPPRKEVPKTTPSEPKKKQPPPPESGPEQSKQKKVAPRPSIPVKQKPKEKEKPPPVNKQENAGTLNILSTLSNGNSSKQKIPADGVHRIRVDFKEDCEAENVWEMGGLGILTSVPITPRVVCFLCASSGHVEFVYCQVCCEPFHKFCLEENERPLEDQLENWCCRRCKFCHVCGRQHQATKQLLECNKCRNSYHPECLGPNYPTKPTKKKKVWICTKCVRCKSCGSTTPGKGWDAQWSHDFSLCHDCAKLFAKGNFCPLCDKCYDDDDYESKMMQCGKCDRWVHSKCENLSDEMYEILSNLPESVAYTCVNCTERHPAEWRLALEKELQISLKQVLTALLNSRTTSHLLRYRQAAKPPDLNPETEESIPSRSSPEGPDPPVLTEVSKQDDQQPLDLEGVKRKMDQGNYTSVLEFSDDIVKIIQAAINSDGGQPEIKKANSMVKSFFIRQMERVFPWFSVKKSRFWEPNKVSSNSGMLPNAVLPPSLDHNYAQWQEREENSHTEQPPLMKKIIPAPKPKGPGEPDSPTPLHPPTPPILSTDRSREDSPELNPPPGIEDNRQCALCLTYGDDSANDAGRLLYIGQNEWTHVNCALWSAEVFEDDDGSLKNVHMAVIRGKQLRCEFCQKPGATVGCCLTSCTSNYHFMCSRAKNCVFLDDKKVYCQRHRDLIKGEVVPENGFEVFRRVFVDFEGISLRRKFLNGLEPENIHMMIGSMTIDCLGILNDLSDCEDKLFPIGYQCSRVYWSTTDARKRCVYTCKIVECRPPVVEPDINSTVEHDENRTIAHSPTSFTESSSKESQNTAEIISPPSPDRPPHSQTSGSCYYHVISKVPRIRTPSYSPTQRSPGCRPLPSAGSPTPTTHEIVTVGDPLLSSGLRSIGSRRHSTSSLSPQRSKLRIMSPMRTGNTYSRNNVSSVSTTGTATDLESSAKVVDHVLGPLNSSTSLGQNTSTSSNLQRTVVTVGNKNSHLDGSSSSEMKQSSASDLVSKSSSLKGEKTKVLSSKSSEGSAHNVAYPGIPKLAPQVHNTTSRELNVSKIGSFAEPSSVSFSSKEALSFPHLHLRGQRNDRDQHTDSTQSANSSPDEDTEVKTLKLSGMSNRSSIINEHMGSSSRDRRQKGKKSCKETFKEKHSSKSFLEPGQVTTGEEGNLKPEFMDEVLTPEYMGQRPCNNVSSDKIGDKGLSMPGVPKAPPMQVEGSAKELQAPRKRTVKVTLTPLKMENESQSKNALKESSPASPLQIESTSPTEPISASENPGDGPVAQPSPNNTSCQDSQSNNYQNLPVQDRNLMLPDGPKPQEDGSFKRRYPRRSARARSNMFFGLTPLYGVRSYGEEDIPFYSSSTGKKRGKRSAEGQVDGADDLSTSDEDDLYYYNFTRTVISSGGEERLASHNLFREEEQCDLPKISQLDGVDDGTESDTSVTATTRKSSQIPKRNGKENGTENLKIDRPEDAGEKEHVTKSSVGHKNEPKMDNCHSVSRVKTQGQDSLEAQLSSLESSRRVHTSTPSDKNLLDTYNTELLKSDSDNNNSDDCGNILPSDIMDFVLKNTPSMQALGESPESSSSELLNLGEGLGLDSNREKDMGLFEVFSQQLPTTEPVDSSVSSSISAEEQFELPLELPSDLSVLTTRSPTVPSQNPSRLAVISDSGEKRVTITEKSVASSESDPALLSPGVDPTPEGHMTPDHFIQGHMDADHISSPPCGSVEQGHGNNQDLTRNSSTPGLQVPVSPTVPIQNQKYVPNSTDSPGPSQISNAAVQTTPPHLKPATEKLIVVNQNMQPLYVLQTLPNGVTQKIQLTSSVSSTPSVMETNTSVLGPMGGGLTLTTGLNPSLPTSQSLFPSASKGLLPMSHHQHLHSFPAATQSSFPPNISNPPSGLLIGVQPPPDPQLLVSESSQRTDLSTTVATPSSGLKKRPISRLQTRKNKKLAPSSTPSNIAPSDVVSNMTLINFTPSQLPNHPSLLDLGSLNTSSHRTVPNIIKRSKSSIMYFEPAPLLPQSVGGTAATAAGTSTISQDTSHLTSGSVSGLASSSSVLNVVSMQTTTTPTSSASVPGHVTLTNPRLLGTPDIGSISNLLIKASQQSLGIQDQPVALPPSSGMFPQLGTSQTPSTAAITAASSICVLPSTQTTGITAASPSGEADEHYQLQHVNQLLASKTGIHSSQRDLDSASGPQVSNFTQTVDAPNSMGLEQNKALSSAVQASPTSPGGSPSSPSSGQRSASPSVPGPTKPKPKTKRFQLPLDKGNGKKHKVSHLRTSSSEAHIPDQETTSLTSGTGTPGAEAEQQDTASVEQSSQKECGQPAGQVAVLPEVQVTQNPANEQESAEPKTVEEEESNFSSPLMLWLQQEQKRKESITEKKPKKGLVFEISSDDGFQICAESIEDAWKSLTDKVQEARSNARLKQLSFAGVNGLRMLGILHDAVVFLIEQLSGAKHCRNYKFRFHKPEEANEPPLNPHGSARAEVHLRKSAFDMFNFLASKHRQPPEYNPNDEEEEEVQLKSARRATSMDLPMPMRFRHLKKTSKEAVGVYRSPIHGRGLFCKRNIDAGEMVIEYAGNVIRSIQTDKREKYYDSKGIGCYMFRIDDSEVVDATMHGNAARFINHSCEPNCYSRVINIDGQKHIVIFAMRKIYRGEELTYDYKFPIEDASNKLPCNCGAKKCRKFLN
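Purified MLL-CXXC (added from a 7 uM solution) was preincubated 5 min at ambient with pinned compounds in 50 mM Tris-HCl pH 7.5, 50 mM NaCl, 1 mM DTT, 0.05% BSA. Fluorescein-labeled HOX-A9 DNA (50 nM solution) followed, 30 min, then polarization read.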
Coupling enz – inhibits coupling enzyme system, counter-screen for aldolase hits | coupling enzyme system counterscreen, AmpLite Red fluorescence | activity change, negative = inhibition, % at 58.2 µM, hits read low | 290,000 tested, 0.67% active | AID 2472; in the data active = activity change below about -30%; also: % is scaled to controls: 0 for no effect and ±100 for the full control effect
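Fluorescence at 525 nm excitation and 598 nm emission measured inhibition of the coupled detection system without aldolase. Compounds (at 57.5 uM final) were preincubated 10 min at room temperature with coupling enzyme reagent before a 20 min substrate/AmpLite Red step.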
KCNH2 WT inh – KCNH2 (human, wildtype) channel inhibition; activity change, % at 1.84 µM; AID 720551; Q12809; U2OS, BacMam KCNH2, thallium flux FluxOr; hits give low values; 340,000 tested, 0.37% active;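 active = maximum activity change below -70%; inconclusive = maximum activity change between -70% and -50%; inactive = maximum activity change above -50%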; also: % is scaled to controls: 0 for no effect and ±100 for the full control effect
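U2OS cells transduced with wild-type KCNH2 virus are loaded with FluxOr dye for 45 min, and thallium flux is measured in kinetic reads before and after stimulation buffer. Rate constants are normalized to DMSO controls.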
PKM2 activator – activators of human pyruvate kinase M2 | P14618 | purified PKM2, Kinase-Glo ATP luminescence, activation; response scale: 0% is enzyme alone, no compound | Potency, µM (highest dose often 57.5 µM), for inactives: at the top dose activation, usual class: activators | 260,000 tested, 0.34% active; also: potency is read from the fitted curve at half-maximal effect; % is scaled to controls: 0 for no effect and ±100 for the full control effect; nearly all actives have a fitted effect of over 55% in size
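Purified hPK-M2 (>95%) run at intermediate activity with 0.1 mM ADP and 0.5 mM PEP in 50 mM imidazole pH 7.2, KCl, MgCl2; 1 h room temperature. ATP formed read by Kinase-Glo luminescence; normalized to uninhibited and no-enzyme controls.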
USP2a block – blocks human ubiquitin-specific protease USP2a; O75604; USP2 core, Ub-CHOP2 coupled fluorogenic reporter, 485/531; Potency, µM (doses to about 38.3 µM), for the others: at the top dose activity change, negative = inhibition, actives largely listed as inhibitors; 330,000 tested, 0.01% active; AID 463254;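 also: potency is read from the fitted curve at half-maximal effect; plate controls were DMSO wells for no effect and full inhibition by NEM control for full effect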
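USP2 core (10nM final) preincubated 30min RT with compound in 20mM Tris-HCl pH 8.0, 2mM CaCl2, 2mM beta-mercaptoethanol, 0.05% CHAPS; 25nM Ub-CHOP2 plus 25nM reporter substrate added, fluorescence (Ex485/Em531) read after 60min.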
The depositor's hits bear a star; u = inconclusive; x = no result given; [ ] = dose if it differs, or a comment. Unless noted, calls follow the shape of the dose curve; as a rule, active = well fitted curve in the direction sought with a large enough effect; inconclusive = small, poorly fitted or top-dose-only effect, or another doubt; inactive = no such curve, though single readings can be large; an effect the other way counts as inactive or inconclusive. A portion of the library; rates above refer to the full screens.

SMILES | Menin-MLL TR inh | GALK inh | Giardia kill | TRPV1 ag | KCNH2 3.1 inh | B2AR arrestin | MLL CXXC-DNA inh | Coupling enz | KCNH2 WT inh | PKM2 activator | USP2a block
COc1cccc(C(=O)Nc2ccc(F)c(F)c2F)c1 | 5.2% | 0.6% | -5.0 | 7.3 | 3.1 | -0.4% | -12.5% | -2.3 | 17.2 | -8.9% | 2.9%
O=C(CC(O)(c1ccccc1)C(F)(F)F)c1cccs1 (stereo not given) | -0.1% | 1.3% | 13.8 | 0.4 | -5.1 | -0.4% | 5.4% | 3.0 | -4.9 | 1.9% | -0.3%
CC(C)c1ccc(C2(C)NC(=O)N(CC(=O)NC3(C#N)CCCC3)C2=O)cc1 (stereo not given) | x | x | 13.7 | 0.8 | -2.5 | -0.1% | x | x | 13.5 | x | 3.4%
CC(C)NC(=O)NC(=O)COC(=O)c1ncc(Cl)c(Cl)c1Cl | 0.4% | 0.6% | -27.2 | -0.5 | 15.2 | 0.2% | -3.9% | 1.0 | -10.9 | 0.5% | -1.6%
COc1ccc(NC(=O)C2CCCN(S(=O)(=O)c3c(C)n[nH]c3C)C2)cc1OC (stereo not given) | -23.2% | 0.7% | 1.9 | 1.4 | 24.6 | 0.0% | 12.3% | -14.8 | 3.5 | -3.7% | 1.6%
Cc1cccc(C(=O)N[C@H](C(=O)Nc2nc3ccc(S(C)(=O)=O)cc3s2)C(C)C)c1 | 7.3% | 1.4% | 4.7 | -1.1 | -3.9 | -0.1% | u | -0.4 | -18.1 | -5.0% | -1.3%
CC(C)n1c(SCC(=O)Nc2nncs2)nnc1-c1ccco1 | x | -1.1% | 21.9 | 0.8 | -3.5 | -0.6% | -7.1% | x | -4.8 | 0.2% | -0.6%
CC(=O)N(CN1C(=O)CCC1=O)c1ccc(Cl)c(Cl)c1 | -1.8% | -0.3% | u | 2.4 | -15.0 | -0.1% | -0.1% | 1.3 | -14.4 | 4.7% | -0.3%
CC(=O)Nc1ccc2c(c1)nc1n2CCSC1 | 0.6% | 3.5% | 1.7 | 2.3 | 11.1 | 0.1% | 11.0% | 0.5 | 3.9 | -1.8% | -0.6%
CC(O)CNc1ncnc2nc[nH]c12 (stereo not given) | 17.5% | -0.4% | 12.6 | -2.5 | 7.5 | -0.7% | -25.1% | 0.7 | -1.4 | 1.3% | 4.3%
O=C(/C=C/c1ccc(O)cc1)c1ccccc1 | x | 5.6% | 7.6 | u | 16.5 | 2.2% | 40.1%[activator] | 0.1 | 0.0 | -35.3% | 0.7%
Cc1ccc(C(=O)C2CCN(C(=S)NCCCOC(C)C)CC2)cc1 | 20.5% | -2.7% | -7.1 | 15.7 | 0.9 | -0.7% | -0.8% | 0.3 | 2.9 | -4.1% | -0.1%
COc1ccc(NC(=O)C(OC)c2ccccc2)cc1Cl (stereo not given) | 3.5% | -1.6% | 4.5 | 3.0 | 10.1 | 0.7% | 4.4% | -0.9 | 2.5 | -2.3% | 1.1%
Cc1ccc(Cn2ncc3c(N4CCN(CC#N)CC4)ncnc32)cc1 | -12.1% | 4.1% | -0.8 | 10.9 | -0.8 | -0.2% | 0.6% | 2.5 | 5.8 | 1.7% | -1.8%
COc1ccc(OC)c(S(=O)(=O)NNC(=S)Nc2ccc3c(c2)OCO3)c1 | u | 3.9% | 8.8 | 0.4 | x | 0.2% | -2.1% | 2.2 | 6.8 | -3.3% | 3.8%
COc1cc(OC)cc(C(=O)NC2CCN(C(=O)N3c4ccccc4Sc4ccccc43)CC2)c1 | 2.1% | 2.4% | -8.4 | -1.6 | 7.7 | -0.9% | -3.7% | -0.1 | -2.5 | -3.7% | -0.3%
CCOC(=O)c1ccccc1NC(=O)CSc1nc2ccccc2c(=O)[nH]1 | 0.9% | 13.7% | 5.3 | 6.1 | 4.4 | 0.0% | 12.2% | 1.7 | -9.0 | 7.6% | 1.3%
O=C(CSc1nccc(=O)[nH]1)c1c[nH]c2ccccc12 | x | 4.8% | 7.0 | -0.8 | -7.3 | 0.0% | -1.8% | -1.3 | 6.6 | -22.2% | -2.0%
CSc1cccc(NC(=S)N(CCN(C)C)C(C)c2ccncc2)c1 (stereo not given) | x | -1.6% | 43.9[activator] | 5.6 | 7.2 | -0.5% | -10.4% | -0.3 | 9.8 | 4.0% | -4.4%
CC[n+]1c(/C=C/N(C)c2ccccc2)oc2ccc(F)cc21 | -17.9% | 1.5% | 21.1 | -3.1 | -0.6 | 4.3% | 7.5% | -29.4 | -1.4 | 3.3% | -1.3%
C=CC[N+](C)(C)CCCNC(=O)/C=N/O | -1.4% | 2.2% | -1.1 | 3.2 | -9.2 | -0.2% | u | 1.4 | 7.3 | -4.3% | -5.6%
COc1ccc(-c2c(C(C)=O)c(C)nc3sc4c(=N)n(N)cnc4c23)cc1 | -12.8% | x | -3.3 | -6.5 | 1.1 | 0.0% | 9.7% | 7.8 | 0.3 | 8.4% | -7.5%
CCCCNC(=O)C(=O)N/N=C/c1ccc(C(=O)OC)cc1 | 4.6% | -2.1% | 0.1 | 1.3 | -16.5 | -0.2% | -4.6% | 1.2 | -1.9 | 4.0% | -0.8%
CCCC(=Nc1ccc(N)cc1)C1=C(O)C(C(=O)OC)C(C)(C)CC1=O (stereo not given) | x | 0.6% | -4.9 | -0.6 | -10.3 | -0.1% | -7.5% | -41.2* | -10.1 | -8.6% | 4.2%
CC(C)CC(C(=O)NC1CCCC1)N(Cc1cccs1)C(=O)c1snc(C(N)=O)c1N (stereo not given) | -19.5% | 0.4% | 9.6 | 24.6 | -2.9 | 0.2% | 3.1% | -6.6 | 1.2 | -5.0% | 7.5%

More records:
SMILES | Menin-MLL TR inh | GALK inh | Giardia kill | TRPV1 ag | KCNH2 3.1 inh | B2AR arrestin | MLL CXXC-DNA inh | Coupling enz | KCNH2 WT inh | PKM2 activator | USP2a block
CC1(C)Cc2c(ccc3ccccc23)C(NNC(=O)c2cccnc2)=N1 | -17.1% | -1.3% | -5.3 | -0.4 | 12.4 | -0.5% | u | 3.1 | -1.1 | -5.3% | 0.3%
COC(=O)c1sc(N)nc1C(C)(C)C | 18.3% | -2.3% | -20.4 | -3.9 | -11.5 | -0.1% | 1.4% | -14.1 | 8.6 | -14.4% | 1.2%
CCOc1cc(C(=O)OCC(=O)Nc2ccc(SC(F)F)cc2)cc(OCC)c1OCC | 49.8%[activator] | 0.7% | 8.6 | -0.8 | -11.7 | -1.5% | 1.7% | 5.3 | 25.6 | 9.4% | -1.7%
CCCCn1c(O)c(N=NC(=O)Cn2c(C(F)(F)F)nc3ccccc32)c2ccccc21 | 0.5% | 3.9% | -1.5 | -5.6 | -8.9 | -1.5% | 5.3% | -2.6 | 5.7 | -4.6% | -0.7%
CCOC(=O)c1nnn(-c2nonc2N)c1CN(CC)CC | -7.4% | 1.4% | -12.6 | -1.2 | -11.5 | 0.0% | -16.2% | 0.2 | -1.8 | -5.1% | 2.7%
CC1=CN2C(=NC(=O)CC2(C)C(=O)N(CC(=O)NC2CCCC2)Cc2ccc(Cl)cc2)C=C1 (stereo not given) | 2.7% | -2.1% | 16.2 | -2.3 | -8.9 | -0.3% | 1.3% | 1.1 | -14.3 | x | 1.4%
COc1cc2c3c(c1OC)C1(C=CC(=O)C=C1)CC3N(C(C)=O)CC2 (stereo not given) | -0.7% | 1.6% | 12.2 | 2.3 | x | -0.5% | 18.7% | 0.8 | 12.1 | -0.1% | 0.4%
CCS(=O)(=O)N1CCN(c2cc3c(cc2[N+](=O)[O-])n(C)c(=O)n3C)CC1 | 17.9% | -0.6% | -7.7 | -4.2 | 2.1 | -0.2% | -6.1% | -0.4 | 0.0 | -4.2% | -0.2%
CCN(CC)S(=O)(=O)c1ccc(C(=O)NCCCn2ccnc2)cc1 | 8.1% | 8.9% | u | 1.9 | 3.5 | -0.1% | -1.8% | -0.3 | 1.0 | -12.3% | 0.2%
O=C(O)/C=C/c1cn(Cc2ccccc2)nc1-c1cccs1 | 5.0% | -2.7% | 4.8 | 2.2 | 0.5 | 0.2% | -0.1% | 0.0 | 2.5 | 2.6% | -0.8%
O=[N+]([O-])c1ccc(-c2cnc(SCc3ccccc3Cl)[nH]2)cc1 | u | 1.9% | -14.0 | -4.3 | 1.4 | -0.1% | -6.7% | -1.7 | -7.6 | -1.6% | 0.5%
